Screening data: PubChem, several laboratories
hgDAF-12 ag = hgDAF-12 agonism, primary luciferase screen; 1.8% of 370,000 active; activation, % at 6.8 µM; HEK293 GAL4-hgDAF12 UAS-luciferase reporter, agonist luminescence; normalized to butyrate control; AID 687014;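 active = activation above a cutoff set at the mean of all screened compounds plus 3 SD, cut at about 10% in these data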;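 also: 0% = DMSO wells and 100% = sodium butyrate wells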
DAX1 inh-1 = blocks DAX1 repression of SF-1 activated StAR promoter; AID 652010; inhibition, % at 6.8 µM; HEK293T StAR-luciferase reporter, SF-1/DAX-1 repression relief; 1.1% of 370,000 active;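 active = inhibition above the mean over all tested compounds plus 3 SD, cut at about 3.6% in these data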;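 also: 0% = DAX-1 cells with DMSO and 100% = cells lacking DAX-1 with DMSO; higher inhibition means more luminescence from relief of DAX-1 repression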
ADAM17 inh = inhibitors of human ADAM17; P78536; AID 720648; 0.83% of 370,000 active; recombinant ADAM17, EDANS/DABCYL FRET peptide cleavage; inhibition, % at 6.95 µM;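 active = inhibition above the mean of compounds lying between control limits plus 3 SD, set per campaign, cut at about 8.5% in these data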;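 also: 0% = DMSO-only wells as the low control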
Target sequence (P78536 215-824 limits assumed): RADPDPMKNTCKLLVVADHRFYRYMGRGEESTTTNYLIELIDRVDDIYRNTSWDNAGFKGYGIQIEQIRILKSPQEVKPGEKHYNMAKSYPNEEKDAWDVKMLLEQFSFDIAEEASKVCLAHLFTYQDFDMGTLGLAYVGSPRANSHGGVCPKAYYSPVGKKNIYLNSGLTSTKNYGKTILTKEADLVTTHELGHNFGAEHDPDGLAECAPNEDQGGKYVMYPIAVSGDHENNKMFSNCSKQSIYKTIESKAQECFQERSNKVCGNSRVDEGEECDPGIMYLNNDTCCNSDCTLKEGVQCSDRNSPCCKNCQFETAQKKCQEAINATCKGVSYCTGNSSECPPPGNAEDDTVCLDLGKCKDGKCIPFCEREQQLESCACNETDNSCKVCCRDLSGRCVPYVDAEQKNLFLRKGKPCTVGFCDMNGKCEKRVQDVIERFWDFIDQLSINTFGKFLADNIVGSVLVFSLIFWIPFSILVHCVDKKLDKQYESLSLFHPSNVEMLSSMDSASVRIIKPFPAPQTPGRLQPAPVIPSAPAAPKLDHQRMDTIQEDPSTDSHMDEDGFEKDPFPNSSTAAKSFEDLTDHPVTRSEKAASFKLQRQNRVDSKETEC
PLC-gamma1 inh = PLC-gamma1 (human) inhibition, primary screen; purified PLC-gamma1, fluorogenic substrate, fluorescence; 0.84% of 370,000 active; AID 720700; inhibition, % at 12.2 µM; P19174; in the data active = inhibition above about 9.5%
hcDAF-12 act = activators of H. contortus DAF-12 nuclear receptor | HEK293 hcDAF-12 lit1-tk-luc reporter, luminescence; 0% DMSO, 100% Δ7-dafachronic acid | activation, % at 6.8 µM | 1.4% of 370,000 active | AID 652067;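 active = activation above the mean of all tested compounds plus 3 SD, cut at about 5.5% in these data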;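 also: 100% = response to 3 µM Δ7-dafachronic acid high control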
MBD2 DNA inh = MBD2-methylated oligo binding inhibition; Q9UBB5; TR-FRET, MBD2 binding to methylated oligonucleotide; inhibition, % at 4.4 µM; 0.31% of 370,000 active; in the data active = inhibition above about 13%
PLC-beta3 inh = inhibitors of human phospholipase C beta3. Q01970. Purified PLC-beta3, fluorogenic substrate, fluorescence. inhibition, % at 12.2 µM. 0.18% of 370,000 active; in the data active = inhibition above about 11%;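 also: 0% = median of compound wells on plate and 100% = full blocker control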
NR1D1 modulator = modulators of human Rev-erb alpha DNA binding. Rev-erbα–FITC-DNA binding, fluorescence polarization, 90 min. 0.79% of 370,000 active. P20393. AID 1259318. activity, % at 10 µM;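 active = activity above about 14%, limit read from the data; passing the limit was not always enough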;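 also: 0% = DMSO wells with 35 nM protein and 100% = DMSO wells with 750 nM protein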
SMARCA2 act = activators of SMARCA2 function | activation, % at 9.1 µM | AID 652017 | MG213 cells, MMTV-luciferase reporter, dexamethasone, overnight | 1% of 370,000 active; in the data active = activation above about 7.8%;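 also: 0% = vehicle wells and 100% = reference activator wells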
DAX1 inh-2 = inhibitors of human orphan nuclear receptor DAX1 (NR0B1) | inhibition, % at 6.75 µM | 0.99% of 340,000 active | HEK293 Gal4-DAX1 luciferase reporter, luminescence | P51843 | AID 504766;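 active = inhibition above the mean over all tested compounds plus 3 SD, cut at about 4.2% in these data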;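 also: 0% = DAX1-transfected cells with DMSO and 100% = empty-vector control cells with DMSO; inhibition shows as a rise in luminescence from relieved DAX1 repression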
Target sequence (P51843 207-470 limits assumed): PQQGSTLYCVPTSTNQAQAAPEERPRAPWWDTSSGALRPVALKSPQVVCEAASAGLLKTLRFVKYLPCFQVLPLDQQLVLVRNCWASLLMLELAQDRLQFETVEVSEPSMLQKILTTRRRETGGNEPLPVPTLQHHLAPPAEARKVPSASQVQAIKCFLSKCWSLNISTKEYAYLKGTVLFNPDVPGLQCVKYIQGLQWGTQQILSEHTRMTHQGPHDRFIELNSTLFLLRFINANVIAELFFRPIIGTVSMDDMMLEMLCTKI
ssDAF-12 act = activates DAF-12 receptor from parasite S. stercoralis. 1% of 370,000 active. activation, % at 6.8 µM. AID 652126. HEK293 ssDAF-12/GRIP1 lit1-tk-luc reporter, luminescence; % of 3 µM dafachronic acid response;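 active = activation above the mean over all tested compounds plus 3 SD, cut at about 0.9% in these data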;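 also: 0% = DMSO-only wells and 100% = 3 µM delta7-dafachronic acid wells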
* hit, by the source's call; . = not tested or not shown.

SMILES	hgDAF-12 ag	DAX1 inh-1	ADAM17 inh	PLC-gamma1 inh	hcDAF-12 act	MBD2 DNA inh	PLC-beta3 inh	NR1D1 modulator	SMARCA2 act	DAX1 inh-2	ssDAF-12 act
COc1cccc(C(=O)c2c[nH]c(C(=O)NCc3cccs3)c2)c1	-1.2	-1.1	0.1	-1.0	-1.6	-2.4	-0.3	0.5	-4.1	-0.7	-1.8
O=C(Nc1nc2ccsc2c(=O)s1)c1ccco1	7.5	0.3	-2.8	-5.5	1.0	-1.1	-7.3	2.8	13.5*	.	-0.7
O=C(O)c1[nH]c2ccc(Cl)cc2c1CCN1C(=O)c2ccccc2C1=O	4.5	0.9	4.7	7.0	3.8	-6.5	0.6	-6.2	-4.6	-0.3	-0.9
CC1C2CC(C(CN(C)C)/C2=N/O)C1(C)C (stereo not drawn)	1.5	-0.3	-2.0	2.8	-1.8	-0.1	0.7	5.7	5.4	0.3	-1.3
Cc1nc2ccccn2c1CN(C)C(=O)C1CCC(=O)N(Cc2cccc(F)c2)C1 (stereo not drawn)	-1.9	1.2	-9.7	-2.7	1.2	-1.0	-10.1	-2.9	2.6	0.4	-1.3
Cn1c(Cc2ccc(Cl)cc2)nnc1SCC(=O)NC1CC1	-0.1	-1.0	-2.3	1.2	-0.8	3.2	-1.0	-2.3	-1.3	1.0	-1.0
CCOC(=O)CSc1nc(-c2ccccc2)nc2ccccc12	-0.5	-0.1	0.2	3.9	0.5	2.1	1.5	7.5	-0.3	1.1	-1.5
COc1cc(C)ccc1OCC(=O)Nc1ccc2c(c1)OCO2	9.1	6.2*	-3.2	-2.8	2.2	0.2	-6.9	11.1	7.2	0.7	-0.2
CCOC(=O)C1=C(C)Nc2nc(C)nn2C1c1cc(OC)ccc1OC (stereo not drawn)	1.6	0.0	0.1	1.6	-1.9	0.2	-1.4	3.1	-2.4	4.2	-1.3
O=[N+]([O-])c1cc(C=NN2CCN(Cc3ccccc3Cl)CC2)ccc1Cl	2.1	-1.6	-2.5	3.9	0.8	3.0	-7.0	1.1	3.5	.	-0.3
CCn1c(SCC(=O)c2ccc3ccccc3c2)nnc1-c1cccs1	0.2	-0.9	1.4	-12.8	-1.6	1.2	-16.1	3.3	0.1	-1.2	-1.6
CC(NC(=O)OCc1ccccc1)c1ccccc1 (stereo not drawn)	0.9	-0.1	-3.6	-0.4	-1.2	4.2	-7.9	-1.6	-3.1	-0.8	-1.4
Cc1ccc(S(=O)(=O)Nc2nc(CN3CCOCC3)nc3sc(C)c(C)c23)cc1	2.1	-1.9	-4.4	-15.3	4.8	-4.2	-43.0	-6.0	4.1	0.0	-0.4
NC(=O)c1ccc(NC(=O)CN2C(=O)NC3(CCCCCCC3)C2=O)cc1	-2.9	-0.5	-0.4	-2.6	2.4	-2.6	-1.8	6.6	4.4	0.3	-0.1
Cn1c(CNc2nc(-c3ccccc3)cs2)nnc1SCC(=O)OC1CCCCC1	0.9	0.4	0.1	0.6	0.1	4.2	-0.4	1.7	-0.7	-0.3	-1.1
Cc1ccc(Cn2c(Cc3ccccc3)nc3ccccc32)cc1	-0.8	-0.1	1.8	1.2	-1.9	-1.1	-1.5	8.2	0.3	0.7	-1.0
CCCCn1nnnc1NCc1cc(Cl)c(OC)c(OC)c1	-2.2	0.0	-2.0	-1.6	-1.0	-0.5	2.2	5.4	-1.4	0.8	-1.4
CN(C(=O)COC(=O)CCC(=O)c1ccc(F)cc1)C1CCCCC1	-1.8	0.7	-0.7	-0.9	-2.2	1.1	-2.9	-7.0	-7.3	-1.0	-0.3
O=C(Nc1ccccc1F)C1COc2ccccc2O1 (stereo not drawn)	6.7	0.3	-0.3	0.1	4.1	2.6	-3.2	3.7	0.8	1.8	-0.9
CN(C)/C=c1\sc2c(C#N)cc(C(=O)c3ccc(Br)cc3)n2c1=O	1.0	0.1	-4.8	-8.0	-1.1	-1.4	-9.4	-0.4	-6.2	-0.1	-0.7
CC(=O)NC(C)(c1ccccc1)c1nc(-c2csc3ccccc23)cs1 (stereo not drawn)	-4.1	-2.1	0.7	4.5	-2.5	-1.7	-3.8	-2.8	-6.1	.	-1.4
Cc1cc(NC(=O)CSc2nnc(-c3ccc(Cl)s3)o2)no1	3.0	0.7	3.2	-3.7	-0.8	-1.0	-13.2	6.3	0.7	0.0	-0.8
Cc1cc(C(=O)OCC(=O)Nc2cccc(S(=O)(=O)N3CCOCC3)c2)c(C)o1	0.7	-0.4	-5.2	-1.0	-0.7	-2.1	-1.5	-2.6	-1.4	-0.1	-1.1
CC1(C(=O)Nc2ccc3ccccc3c2)CCC(=O)N1CC(F)(F)F (stereo not drawn)	1.1	0.2	-2.6	2.9	0.7	6.4	0.7	5.7	-3.3	.	-0.6
COC(=O)[C@]12C[C@H](CC(=O)NCc3cccs3)C(=O)N(Cc3ccccc3)C1=C[C@H](C(C)C)O[C@@H]2C1CC1	4.5	0.2	4.1	4.8	-2.0	0.3	5.4	-6.0	-0.1	.	-1.0
COc1ccc(CC(NC(C)=O)C(=O)NC2CCN(C(=O)C3CCCCC3)CC2)c(OC)c1 (stereo not drawn)	0.7	0.1	0.5	3.9	2.1	2.0	-4.0	-2.3	-2.3	-0.8	-0.8
Cn1c(=O)c2c(nc(Oc3ccccc3N)n2C)n(C)c1=O	1.8	-0.2	-0.4	1.0	3.5	-3.4	-6.5	-8.8	0.3	1.1	-0.8
C#CCOCCOCCOCCNc1nc(N2CCN(C(=O)CCCCCCCCCCNC(=O)Cn3cc(C[C@@H](C)O)nn3)CC2)nc(N2CCN(C(=O)CCCCCCCCCCNC(=O)[C@@H](CCC(=O)O)n3cc(CCCCCN)nn3)CC2)n1	-1.4	0.1	-2.2	1.0	-0.4	2.0	0.0	-1.2	-0.1	-0.1	-0.9
Cc1ccc(C(=O)Nc2ccc3c(c2)OCO3)cc1S(=O)(=O)N1CCCC1	3.1	0.3	0.1	1.2	-0.9	-1.1	0.9	1.1	0.1	-0.2	-1.0
O=C(CSc1nc2ccccc2s1)N1CCN(C(=O)c2ccco2)CC1	-1.5	0.9	-0.9	2.2	2.5	2.4	1.5	0.9	0.5	-0.9	-0.7
COc1ccc(C(=O)N2CCN(S(=O)(=O)c3ccc(Cl)cc3)CC2)cc1S(=O)(=O)N1CCOCC1	-1.1	-0.1	-6.1	3.6	-1.6	0.9	-5.5	-4.0	-3.3	-0.8	-1.7
C#CCN1C(C)=C(C(=O)OC)C(c2cccc([N+](=O)[O-])c2)C(C(=O)OCC)=C1C (stereo not drawn)	1.3	-0.8	-1.6	0.4	1.2	-5.1	-2.2	8.5	-5.3	-1.6	-1.5
O=C(Nc1ccc(Br)cc1)c1cnc[nH]1	10.5*	0.3	-5.2	0.5	6.5*	2.7	-8.2	0.1	0.3	3.0	0.5
CC(=O)c1sc(NC(=O)c2ccc3c(c2)OCO3)nc1C	11.6*	9.4*	-5.5	-5.5	4.0	2.0	-13.0	9.1	3.6	2.3	-0.5
CCOc1ccc2nc(N3CCC(C(=O)NC4CCCCC4)CC3)sc2c1	1.9	0.1	-2.8	2.5	0.4	0.7	-3.4	-0.1	1.7	-0.2	-1.1
COc1cc(C(=O)NCc2nnc(SCC(=O)N3CCCCCC3)o2)cc(OC)c1OC	-2.2	-0.2	-0.9	3.0	-0.1	0.0	-3.0	0.1	1.9	0.2	-1.0
O=C(COC(=O)CCOc1ccccc1)NCCC1=CCCCC1	-0.9	-0.4	1.0	-2.8	-0.6	1.2	-1.7	-0.8	-1.8	-0.1	-1.2
Cn1c(=O)[nH]c(=O)c2c1nc1n2CCCS1	-0.3	0.6	7.3	3.3	-1.4	-2.7	4.7	-4.0	-1.5	-0.4	-1.3
COCCn1c(=O)c2c(nc3n2CC(C)CN3Cc2ccccc2)n(C)c1=O (stereo not drawn)	-0.3	-0.2	-2.1	-2.8	0.7	-2.6	-7.8	1.1	-1.7	0.4	-1.1
COc1ccc(Cl)cc1NC(=O)CN(C)C(=O)c1ccc2n[nH]nc2c1	-1.3	-1.5	-2.5	3.0	-1.3	2.3	-10.5	3.6	-4.0	1.6	0.2

An excerpt from above in order of molecular weight, highest first:
SMILES	hgDAF-12 ag	DAX1 inh-1	ADAM17 inh	PLC-gamma1 inh	hcDAF-12 act	MBD2 DNA inh	PLC-beta3 inh	NR1D1 modulator	SMARCA2 act	DAX1 inh-2	ssDAF-12 act
COCCn1c(=O)c2c(nc3n2CC(C)CN3Cc2ccccc2)n(C)c1=O (stereo not drawn)	-0.3	-0.2	-2.1	-2.8	0.7	-2.6	-7.8	1.1	-1.7	0.4	-1.1
CC(=O)c1sc(NC(=O)c2ccc3c(c2)OCO3)nc1C	11.6*	9.4*	-5.5	-5.5	4.0	2.0	-13.0	9.1	3.6	2.3	-0.5
O=C(Nc1ccc(Br)cc1)c1cnc[nH]1	10.5*	0.3	-5.2	0.5	6.5*	2.7	-8.2	0.1	0.3	3.0	0.5

Among those listed so far, these have a COOH group:
SMILES	hgDAF-12 ag	DAX1 inh-1	ADAM17 inh	PLC-gamma1 inh	hcDAF-12 act	MBD2 DNA inh	PLC-beta3 inh	NR1D1 modulator	SMARCA2 act	DAX1 inh-2	ssDAF-12 act
O=C(O)c1[nH]c2ccc(Cl)cc2c1CCN1C(=O)c2ccccc2C1=O	4.5	0.9	4.7	7.0	3.8	-6.5	0.6	-6.2	-4.6	-0.3	-0.9
C#CCOCCOCCOCCNc1nc(N2CCN(C(=O)CCCCCCCCCCNC(=O)Cn3cc(C[C@@H](C)O)nn3)CC2)nc(N2CCN(C(=O)CCCCCCCCCCNC(=O)[C@@H](CCC(=O)O)n3cc(CCCCCN)nn3)CC2)n1	-1.4	0.1	-2.2	1.0	-0.4	2.0	0.0	-1.2	-0.1	-0.1	-0.9

(next part)
SMILES	hgDAF-12 ag	DAX1 inh-1	ADAM17 inh	PLC-gamma1 inh	hcDAF-12 act	MBD2 DNA inh	PLC-beta3 inh	NR1D1 modulator	SMARCA2 act	DAX1 inh-2	ssDAF-12 act
CC1CCN(c2c(NCC3CCC(C(=O)NCc4ccc(F)cc4)CC3)c(=O)c2=O)CC1 (stereo not drawn)	-2.0	0.2	3.6	3.2	-0.6	-1.0	-5.9	2.9	-2.9	-1.6	-1.4
Cc1onc(-c2ccccc2Cl)c1C(=O)Nc1sc2c(c1C(N)=O)CCC(C)C2 (stereo not drawn)	1.6	0.1	0.9	-47.9	-2.2	2.5	-53.9	5.8	-3.4	-1.0	-1.4
O=C(O)[C@H]1CCCC[C@H]1C(=O)NCCNC(=O)[C@@H]1CCCC[C@@H]1C(=O)O	-1.1	-0.3	-0.9	3.0	-0.8	-4.4	4.3	1.6	-1.3	0.0	-1.1
COc1ccccc1-c1noc(CCCC(=O)NC2CCCCC2)n1	-0.3	0.1	-7.3	-3.1	-0.7	4.5	-6.6	6.2	-2.8	0.2	-1.3
CNS(=O)(=O)c1cccc2cccnc12	0.5	0.3	-2.6	-0.4	-0.1	1.9	-0.5	-1.3	-1.6	1.1	-1.4
CCOC(=O)C(C(=O)OCC)N(C#N)c1nc(SC)nc(N(C)C)n1	0.7	0.0	-1.0	3.7	1.1	4.2	-0.4	-4.3	1.3	-0.3	-1.1
CCC(=O)c1ccc(OC(C)C(=O)NC2(C#N)CCCCC2)cc1 (stereo not drawn)	-1.7	0.2	-0.9	-0.4	0.6	3.3	-3.9	0.6	-0.5	0.4	-0.1
